NTR1 agonist – NTR1-driven beta-arrestin-GFP spot formation – imaging, U2OS cells, high content, primary screen (AID 493036). P30989. agonist mode. activation, % at 20 µM. 0.17% of 330,000 active;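 active means activation at or above 40% of the spot to cytoplasm intensity ratio, with at least 20 cells analyzed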;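 further: 0% = DMSO without peptide and 100% = 100 nM NTR1 peptide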
Target sequence (P30989 whole entry, looked up): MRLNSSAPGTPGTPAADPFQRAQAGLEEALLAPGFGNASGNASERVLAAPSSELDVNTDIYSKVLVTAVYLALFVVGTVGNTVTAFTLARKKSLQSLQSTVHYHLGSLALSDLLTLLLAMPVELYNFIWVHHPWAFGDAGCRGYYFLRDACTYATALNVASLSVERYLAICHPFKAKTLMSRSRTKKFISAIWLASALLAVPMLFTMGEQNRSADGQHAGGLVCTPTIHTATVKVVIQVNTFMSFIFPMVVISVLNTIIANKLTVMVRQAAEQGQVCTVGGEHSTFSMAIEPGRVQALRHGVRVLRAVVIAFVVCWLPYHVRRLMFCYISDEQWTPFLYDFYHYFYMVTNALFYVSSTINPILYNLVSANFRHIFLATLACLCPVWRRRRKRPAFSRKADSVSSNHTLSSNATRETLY
NOD2 inhibition – NOD2 signaling inhibitors, cell-based, luminescence, uHTS, HEK293 (AID 1566); HEK293 NOD2/NF-kB luciferase reporter, luminescence; higher % means a stronger effect; inhibition, % at 4 µM, or EC50 in µM where a hit was titrated; 0.63% of 290,000 active; further: many of its hits are not listed in these tables
GPR55 beta-arrestin – GPR55 agonists via beta-arrestin recruitment, primary screen, imaging, U2OS cells, beta-arrestin-GFP redistribution (AID 1961). U2OS GPR55 beta-arrestin-GFP redistribution imaging; higher % means a stronger effect. one-dose activation, % at 10 µM; EC50 in µM for titrated hits. 0.048% of 290,000 active;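 active means activation above 40% with more than 50 cells counted in the well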;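 further: U2OS osteosarcoma cells stably expressing GPR55 and beta-arrestin-GFP; plate controls were DMSO negative control for no effect and LPI positive control for full effect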
Myeloid diff 2 – compounds promoting myeloid differentiation; ER-HoxA9 myeloid progenitors, lysozyme-GFP differentiation, flow cytometry; calls only at 10 µM; 1% of 360,000 active;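 active means normalized GFP-positive differentiation at or above the plate's own cutoff, the solvent-only control mean plus 3 SD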;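 further: cells exposed to compound for four days before flow analysis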
KOR beta-arrestin-1 – KOR agonists, beta-arrestin recruitment, primary screen, cell-based, luminescence, uHTS (AID 1777) | KOR beta-arrestin recruitment, luminescence; higher % means a stronger effect | activation, % at 10 µM, or EC50 in µM where a hit was titrated | 0.02% of 280,000 active; in the data active means activation above about 50%, passing the limit was not always enough; further: a part of the inactive calls stands beside numbers as strong as those of hits
KOR beta-arrestin-2 – KOR antagonists, beta-arrestin recruitment, cell-based, luminescence, uHTS (AID 1778). 0.091% of 290,000 active. inhibition, % at 10 µM; hits with a dose series show IC50 in µM. KOR beta-arrestin recruitment, luminescence, antagonist mode; higher % means a stronger effect; further: strong numbers were not always called active
GPR55 LPI antagonism – GPR55 antagonists blocking LPI-driven arrestin recruitment, primary screen, imaging, U2OS, beta-arrestin-GFP, LPI agonist (AID 2013). U2OS GPR55 beta-arrestin-GFP translocation imaging, LPI antagonism; higher % means a stronger effect. inhibition, % at 10 µM, or IC50 in µM where a hit was titrated. 0.13% of 290,000 active;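 active means spots per cell inhibited over 60%, with over 100 cells counted and total cytoplasm intensity under 500,000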;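 further: U2OS cells stably carrying GPR55 and arrestin-GFP stimulated by 5 µM LPI near EC80; imaged beta-arrestin-GFP aggregate spots per cell after agonist stimulation; plate controls were LPI-stimulated DMSO wells for no effect and DMSO wells without LPI for full effect; some results filed as inactive read as strong as hits; confirmed hits need IC50 under 10 µM and bright autofluorescent wells are also inconclusive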
NOD1 inhibition – NOD1 signaling inhibitors, primary screen, cell-based, luminescence, uHTS (AID 1578). inhibition, % at 4 µM; hits with a dose series show EC50 in µM. NOD1-driven NF-kB luciferase reporter cells, luminescence; higher % means a stronger effect. 1% of 290,000 active; in the data active means inhibition mostly above about 36%, no sharp cut-off; inactive means mostly below about 34%;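 further: HEK-293T reporter cells stimulated with the NOD1 agonist gamma-tri-DAP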
T cell modulator – T cell immune modulators affecting CD8 T cell-vesicle binding; AID 2052; 0.068% of 330,000 active; 2C CD8+ T cell-vesicle binding, flow cytometry; hits give low values; calls only at 7 µM;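 active means response, share of CD8 T cells binding vesicles, and their 90th percentile fluorescence all below set limits, cut at about 80% in these data, passing the limit was not always enough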
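Material: murine 2C transgenic CD8+ T lymphocytes / Also added: QL9-peptide-loaded Drosophila micro-vesicles bearing Ld, ICAM-1 and B7-1 / Schedule: binding step 1.5 h, 37 °C, antibody labelling 20 min, ice / Signal: flow cytometry, PE anti-B7-1 (FL2) versus Alexa647 anti-CD8 (FL8), PFA-fixed / Evaluation: percent CD8+ FL2 mean versus row control / Benchmarks: naked versus QL9-loaded vesicles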
T cell modulator vesicle-bound % – also measured in T cell modulator; calls as there; double positive events, %; measured here: CD8+ vesicle-bound cell fraction;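 binding gate set so that unloaded-vesicle control wells show 10% double positive cells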
NTR1 agonist cell count 20 µM – further read-out of NTR1 agonist, marked with its call; cell count; measured here: cell count, cytotoxicity flag
Myeloid diff 2 GFP+ MAC1+ % – second read-out of Myeloid diff 2, no call of its own (marks repeat the call); GFP+ MAC1+ double positive, %; measured here: differentiation confirmed by MAC1 staining
Active calls of the source: *; i = inactive; . = no result given; + = active, no number; [ ] = remark or other dose. Unless noted, no stated cut-off is given here; in the data, active means inhibition above about 50%; inactive means the rest. Only part of the results is shown; the hit share may differ from the screen's.

SMILES	NTR1 agonist	NTR1 agonist cell count 20 µM	NOD2 inhibition	GPR55 beta-arrestin	Myeloid diff 2	Myeloid diff 2 GFP+ MAC1+ %	KOR beta-arrestin-1	KOR beta-arrestin-2	GPR55 LPI antagonism	NOD1 inhibition	T cell modulator	T cell modulator vesicle-bound %
Cc1cc(C)n(-c2c(F)c(F)c(CN3CCOCC3)c(F)c2F)n1	1.3	28	0%	0.1%	i	1.3	5.4%	-8%	-5%	-10%	i	21
Cc1cc(C(=O)NP(=O)(N2CCOCC2)N2CCOCC2)c(C)n1-c1ccc(Br)cc1	-1.3	90	-8%	0.7%	i	0.1	-0.4%	17%	3%	-14%	i	50
COc1c([N+](=O)[O-])c(=O)oc2ccccc12	0.0	48	10%	-0.4%	i	0.6	4.9%	22%	9%	-8%	i	52
C#CCNc1cc(-c2ccccc2)nc2ncnn12	2.1	25	22%	-0.1%	i	0.2	.	-11%[20 µM]	-8%	-16%	i	55
O=C(c1ccc(CN2CCOCC2)cc1)N1CCN(Cc2ccccc2)CC1	-1.0	76	-2%	-0.2%	i	0.8	-3.0%	15%	-5%	-2%	i	49
Nc1nncn1C(=O)c1ccccc1Cl	-0.8	52	14%	-0.2%	i	3.8	-2.4%	19%	5%	3%	i	39
C=C(C)CSc1nc2nc(C)cc(C)n2n1	-0.4	50	-8%	-0.1%	i	5.3	-4.3%	22%	-6%	-11%	i	20
O=C(O)C1C2CCC(C2)C1C(=O)NCCc1cccc(Cl)c1 (stereo unspecified)	-0.3	71	11%	0.6%	i	0.3	-5.1%	-4%	-2%	-12%	i	43
COc1ccc(-n2c(=O)[nH]cc(C(=O)Nc3ccc4c(c3)OCCO4)c2=O)cc1OC	-0.6	60	-4%	-0.2%	.	.	1.1%	-8%	7%	-16%	i	68
O=C(N/N=C/c1cccc([N+](=O)[O-])c1)C1COc2ccccc2O1 (stereo unspecified)	1.1	62	1%	-0.3%	i	0.5	-1.1%	-4%	-4%	-32%	i	30
Fc1nc(N2CCCC2)c(F)c(Oc2ccccc2Oc2c(F)c(F)nc(N3CCCC3)c2F)c1F	-0.5	89	-2%	0.0%	i	0.7	1.7%	-48%	15%	6%	i	51
Cc1cccc(NCc2ccc([N+](=O)[O-])s2)c1	2.0	41	21%	-0.1%	.	.	-2.7%	6%[20 µM]	2%	39%	i	60
COc1ccc([N+](=O)[O-])c(OC)c1C(=O)NC(=O)Nc1nc(C)cc(C)n1	0.2	53	5%	0.1%	i	0.4	3.2%	-32%	-7%	-4%	i	41
CC(=O)Nc1cccc(NC(=O)c2sc3ncn(CC(=O)N4CCCCC4)c(=O)c3c2C)c1	.	.	-9%	0.3%	i	0.9	1.3%	-67%	-5%	10%	.	.
COc1ccc(OCCSc2nnc(CCNC(=O)c3ccc(Cl)c(Cl)c3)n2C)cc1	2.2	68	2%	0.6%	i	3.2	12%	-31%	-1%	5%	i	34

Part of the list above, as a markdown table:
| SMILES | NTR1 agonist | NTR1 agonist cell count 20 µM | NOD2 inhibition | GPR55 beta-arrestin | Myeloid diff 2 | Myeloid diff 2 GFP+ MAC1+ % | KOR beta-arrestin-1 | KOR beta-arrestin-2 | GPR55 LPI antagonism | NOD1 inhibition | T cell modulator | T cell modulator vesicle-bound % |
| --- | --- | --- | --- | --- | --- | --- | --- | --- | --- | --- | --- | --- |
| O=C(c1ccc(CN2CCOCC2)cc1)N1CCN(Cc2ccccc2)CC1 | -1.0 | 76 | -2% | -0.2% | i | 0.8 | -3.0% | 15% | -5% | -2% | i | 49 |
| Nc1nncn1C(=O)c1ccccc1Cl | -0.8 | 52 | 14% | -0.2% | i | 3.8 | -2.4% | 19% | 5% | 3% | i | 39 |

Remaining list, next part:
SMILES	NTR1 agonist	NTR1 agonist cell count 20 µM	NOD2 inhibition	GPR55 beta-arrestin	Myeloid diff 2	Myeloid diff 2 GFP+ MAC1+ %	KOR beta-arrestin-1	KOR beta-arrestin-2	GPR55 LPI antagonism	NOD1 inhibition	T cell modulator	T cell modulator vesicle-bound %
COC(=O)c1c(NC(=O)COC(=O)Cn2cnc3ccccc32)sc(C)c1C	2.4	49	19%	-0.1%	i	1.0	5.8%	-20%	7%	-10%	i	32
CN(C)C(=O)c1cc(Br)ccc1Cl	1.0	62	22%	0.2%	i	1.2	-3.9%	6%	19%	-3%	i	13
CCCC(=O)Nc1ccc(NC(=O)CCc2ccccc2)cn1	0.1	63	18%	0.2%	i	2.9	2.7%	-32%	5%	-11%	i	57
CCn1c(=O)cc(OCC(=O)NCCC(C)C)c2ccccc21	5.2	48	4%	0.2%	i	1.6	-4.0%	44%	6%	-52%	i	18
Cc1ccccc1NC(=S)N1CCOCC1	0.1	91	3%	-0.3%	i	0.0	2.8%	6%	-4%	19%	i	53
COc1ccc(-c2cccc(C3CC=CC4C3C(=O)N(Cc3ccccc3)C4c3cc(C)ccc3F)c2)cc1 (stereo unspecified)	6.9	49	1%	-0.1%	.	.	1.7%	30%	4%	10%	.	.
O=C(CCN1C(=O)COc2ccccc21)NCCCN1CCN(c2ccccc2F)CC1	0.5	56	-2%	-0.1%	i	5.6	-2.4%	-24%	5%	-7%	i	8
CC(=O)Nc1cccc(C2=CC(c3ccco3)n3ncnc3N2)c1 (stereo unspecified)	3.3	50	8%	-0.4%	.	.	-3.4%	7%	4%	-14%	i	25
COc1ccc(-c2[nH]ncc2CNC(C)c2ccccc2Cl)cc1F (stereo unspecified)	1.1	62	3%	0.6%	i	0.7	.	-15%[20 µM]	2%	-35%	i	55
O=C(COc1ccc(Cl)cc1Cl)NNC(=O)c1cccnc1	0.4	57	10%	0.3%	i	0.0	-4.0%	12%	5%	1%	i	20
CCn1cc(CN2CCC(n3nccc3NC(=O)Cc3ccccc3)CC2)c(C)n1	-0.8	43	10%	0.8%	i	8.4	-2.9%	-4%	6%	-1%	i	64
CC(C)(C)c1ccc(-n2ncc3c2CCCC3NC(=O)C2=NNC(=O)CC2)cc1 (stereo unspecified)	2.6	68	20%	0.3%	i	1.2	-1.7%	5%	8%	20%	i	10
COc1ccc(OC)c(NC(=O)CNC(=O)c2ccc([N+](=O)[O-])cc2)c1	1.0	58	9%	-0.2%	i	4.0	-6.5%	21%	4%	-22%	i	36
Cc1c(NC(=O)Nc2c(Cl)cccc2Cl)c(=O)n(-c2ccccc2)n1C	-2.5	65	8%	-0.1%	i	0.4	-1.9%	8%	7%	-14%	i	9
CCC(NC(=O)NCc1ccc2c(c1)OCO2)(C(F)(F)F)C(F)(F)F	-0.6	65	-34%	-0.1%	i	2.0	1.8%	28%	6%	-20%	i	23
O=C1C(=Cc2ccco2)C(=O)c2ccccc21	-0.1	62	-4%	-0.2%	i	0.9	2.0%	1%	4%	9%	i	25
CCN(CC(=O)N1CCN(Cc2ccccc2)CC1)S(=O)(=O)c1ccc(C)cc1	-0.9	52	-3%	-0.1%	i	1.2	-2.5%	11%	15%	-38%	i	42
Cc1cc(C)c2sc(N(CCN(C)C)C(=O)c3ccc4ccccc4c3)nc2c1	4.8	60	22%	0.2%	i	1.8	-4.9%	-15%	-2%	-10%	i	8
CCn1cc(C(=O)OCC(=O)Nc2cccc(S(=O)(=O)N3CCOCC3)c2)c(=O)c2ccc(C)nc21	5.2	69	6%	0.2%	i	1.7	3.8%	-23%	7%	-8%	i	49
CSc1ccc(C#N)cc1NC(=O)c1ccc(Cl)cc1Cl	1.1	43	-19%	0.7%	i	1.6	-2.9%	-11%	5%	-10%	i	47
CC(=O)c1cc(-c2ccccc2)n(CCC(=O)NC(C)(C)C)c1C	-0.6	91	-2%	-0.3%	i	0.8	-3.3%	0%	15%	-14%	i	58
O=C(CCC(=O)N1CCN(S(=O)(=O)c2ccc3ccccc3c2)CC1)Nc1cc(Cl)cc(Cl)c1	3.4	43	17%	0.1%	i	0.6	5.7%	-24%	6%	21%	i	33
Cc1ccccc1-n1c(-c2ccoc2C)n[nH]c1=S	-0.6	76	-20%	-0.2%	i	0.2	2.8%	24%	4%	-32%	i	34
Cc1cc(C)cc(NC(=O)CSc2nc3c(oc4ccccc43)c(=O)n2-c2ccccc2)c1	3.8	54	8%	-0.2%	i	0.7	2.4%	-44%	2%	-11%	i	54
C/C(=N/NC(=O)c1cccc(Br)c1)C1CC2CCC1C2 (stereo unspecified)	1.1	62	6%	-0.1%	i	0.6	0.4%	-17%	11%	-12%	i	19
Cc1cc(N2C(=O)c3ccc(C(=O)Nc4ccc(CC(=O)O)cc4)cc3C2=O)no1	-1.4	50	7%	-0.1%	i	3.9	6.2%	-59%	6%	12%	i	68
O=C(Cc1nc2ccccc2[nH]c1=O)c1ccccc1	.	.	-112%	-0.2%	+	0.6*	-2.6%	12%	6%	-60%	.	.
Cc1ccc(S(=O)(=O)NNC(=O)c2sc(NS(=O)(=O)c3ccccc3)nc2C)cc1	-2.4	61	18%	-0.2%	i	2.4	45%	-3%	-6%	23%	i	16
CCCC(=O)Nc1sc(C)c(C)c1C#N	0.2	60	2%	-0.1%	i	0.2	.	-16%[20 µM]	4%	-34%	i	19
Cn1ccnc1C1CCCCN1Cc1nc(-c2ccc(Cl)cc2)no1 (stereo unspecified)	2.9	63	-7%	-0.2%	i	0.3	.	-21%[20 µM]	3%	-20%	i	27
COC(=O)N/N=C\c1cc2c(cc1Br)OCO2	2.2	54	13%	0.4%	i	0.6	-5.7%	4%	10%	1%	i	18
Cc1ccc(C(C)C)c(OCC(=O)N2CCOCC2)c1	-2.0	102	-12%	-0.1%	i	1.8	-4.1%	45%	9%	-10%	i	12
O=C(Nc1cccc(S(=O)(=O)N2CCCCC2)c1)c1c2c(nc3ccccc13)CCN(Cc1ccccc1)C2	4.6	53	-11%	1.1%	i	1.6	0.8%	-15%	6%	-17%	i	38
CCC(C(=O)NC1CCCC1)N(Cc1cccs1)C(=O)Cn1nnc(-c2ccc(OC)c(OC)c2)n1 (stereo unspecified)	1.4	50	-11%	-0.4%	i	1.1	0.8%	4%	5%	-36%	i	16
CC(=O)C1=C(C)NC(=O)NC1c1ccc2c(c1)OCO2 (stereo unspecified)	-0.3	85	5%	0.4%	i	0.1	2.1%	12%	-4%	7%	.	.
O=c1nc(NC2CCCC2)ccn1Cc1cccc(Br)c1	0.8	46	5%	-0.1%	i	0.8	1.9%	1%	3%	-8%	i	42
CC(/C=C/c1ccc(N(C)C)cc1)=N\N=C1\NC(=O)CC(C(=O)Nc2ccccc2)S1 (stereo unspecified)	-0.4	62	-52%	-0.4%	i	0.6	-0.1%	15%	7%	-36%	i	25

High-throughput results from PubChem BioAssay.
